IMP-1 inhibitor = IMP-1 metallo-beta-lactamase inhibitors, primary screen, biochemical, epi-absorbance readout, Pseudomonas aeruginosa enzyme; purified IMP-1, nitrocefin hydrolysis, epi-absorbance fluorescence; 0.45% of 290,000 active; inhibition, % at 5.6 µM;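 active = inhibition above the mean plus 3 SD of all compounds in the same screening run, cut at about 4.5% in these data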;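 note: 0% = IMP-1 with DMSO and 100% = DMSO wells lacking enzyme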
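System – purified recombinant IMP-1 beta-lactamase · Input – IMP-1 dispensed at 0.2 nM · Timing – 15 min preincubation plus 25 min reaction at 25 °C · Signal – Epi-absorbance fluorescence, 480 nm excitation, 530 nm emission · Measure – percent IMP-1 inhibition derived from blank-referenced optical density · Controls – Enzyme-plus-DMSO low control, enzyme-free DMSO high control · Replication – singlicate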
NS3 helicase inh = inhibitors of HCV NS3 helicase, primary screen, biochemical, Cy5 molecular beacon fluorescence; inhibition, % at 10.9 µM; AID 1800, 2009; NS3 helicase DNA unwinding; 0.56% of 290,000 active; Hepatitis C virus NS3 helicase;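 active = inhibition above the mean of all tested compounds plus 3 SD, set per campaign, cut at about 35% in these data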;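 note: 0% = DMSO wells and 100% = thioflavine S control wells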
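Measured by: Cy5 fluorescence, 0 and 60 min reads / Assay system: NS3 helicase fragment of HCV / Control set: low DMSO, high thioflavine S at 110 µM / Times: 1 h reaction at 25 °C, ATP-initiated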
p-CIP stab down = p/CIP-EGFP fusion destabilizers, primary screen, fluorescence, F442A cells. Q05BA5. 16 h. AID 1984, 2009. decrease of EGFP signal, % at 10 µM. 0.01% of 290,000 active;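 active = EGFP signal decrease of at least 30% at 10 µM or well 3 SD below plate mean, unless failing retest; inactive = the rest, including hits failing retest or dose response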; note: some compounds called inactive have numbers as strong as hits; many of its hits are not listed in these tables
Target sequence (Q05BA5 1-1403): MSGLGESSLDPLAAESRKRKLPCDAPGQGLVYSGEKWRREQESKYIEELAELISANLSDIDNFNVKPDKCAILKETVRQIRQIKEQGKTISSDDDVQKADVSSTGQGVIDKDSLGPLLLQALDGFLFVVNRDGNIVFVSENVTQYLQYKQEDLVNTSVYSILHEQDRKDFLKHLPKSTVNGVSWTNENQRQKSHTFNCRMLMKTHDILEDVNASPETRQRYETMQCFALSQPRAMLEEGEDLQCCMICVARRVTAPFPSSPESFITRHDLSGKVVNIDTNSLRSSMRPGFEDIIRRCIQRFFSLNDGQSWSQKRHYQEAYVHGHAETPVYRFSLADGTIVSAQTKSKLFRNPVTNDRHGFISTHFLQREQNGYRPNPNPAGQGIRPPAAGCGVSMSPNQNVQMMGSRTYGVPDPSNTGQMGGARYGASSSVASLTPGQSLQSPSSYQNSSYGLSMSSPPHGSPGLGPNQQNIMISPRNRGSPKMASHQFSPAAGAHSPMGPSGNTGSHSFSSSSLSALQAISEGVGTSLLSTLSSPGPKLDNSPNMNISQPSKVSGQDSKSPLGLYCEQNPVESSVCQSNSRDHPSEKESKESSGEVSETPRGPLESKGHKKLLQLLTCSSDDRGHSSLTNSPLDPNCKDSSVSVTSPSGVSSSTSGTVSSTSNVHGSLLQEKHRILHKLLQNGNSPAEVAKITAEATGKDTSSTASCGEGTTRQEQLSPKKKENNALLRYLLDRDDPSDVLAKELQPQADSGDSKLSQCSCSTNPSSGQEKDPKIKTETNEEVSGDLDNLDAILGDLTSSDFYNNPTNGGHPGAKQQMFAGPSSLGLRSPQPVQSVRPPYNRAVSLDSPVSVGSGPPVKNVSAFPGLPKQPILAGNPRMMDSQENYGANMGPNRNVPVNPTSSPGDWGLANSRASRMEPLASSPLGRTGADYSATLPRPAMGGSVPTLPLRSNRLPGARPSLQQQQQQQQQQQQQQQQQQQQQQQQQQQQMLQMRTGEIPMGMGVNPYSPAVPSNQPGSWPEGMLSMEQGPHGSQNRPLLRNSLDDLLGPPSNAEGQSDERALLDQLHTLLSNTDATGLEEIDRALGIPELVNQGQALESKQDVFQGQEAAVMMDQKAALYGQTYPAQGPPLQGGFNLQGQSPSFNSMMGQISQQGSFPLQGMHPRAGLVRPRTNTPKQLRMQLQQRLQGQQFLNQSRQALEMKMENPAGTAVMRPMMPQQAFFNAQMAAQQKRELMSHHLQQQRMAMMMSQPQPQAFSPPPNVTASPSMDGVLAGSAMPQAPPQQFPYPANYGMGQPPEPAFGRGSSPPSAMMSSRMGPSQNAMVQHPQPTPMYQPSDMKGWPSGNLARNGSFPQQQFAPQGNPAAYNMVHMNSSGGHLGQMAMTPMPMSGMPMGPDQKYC
DNA FID counter = compounds displacing fluorescent DNA intercalator, primary screen, artefact control for HCV NS3 helicase inhibitor project, biochemical, FID fluorescence; DNA fluorescent intercalator displacement; inhibition, % at 7.9 µM; 0.17% of 290,000 active; in the data active = inhibition above about 37%;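 note: 0% = vehicle and 100% = reference compound; higher means more ethidium bromide displaced from hairpin DNA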
PfM18AAP inh = PfM18AAP inhibitors, malaria aminopeptidase, primary screen, biochemical, QFRET, recombinant enzyme; H-Glu-NHMec fluorogenic cleavage; 1.2% of 290,000 active; AID 1822, 2009; inhibition, % at 7.35 µM;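 active = inhibition above the campaign mean inhibition over all tested compounds plus 3 SD, cut at about 28% in these data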;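 note: 0% = plate median of test compound wells and 100% = 2 mM ZnCl2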
IDE inh = human IDE inhibitors in live cells, primary screen, fluorescence polarization, HEK cells, FAbetaB substrate; Insulin-degrading enzyme (Homo sapiens), P14735; FAbetaB cleavage; inhibition, % at 5.59 µM; 0.41% of 320,000 active;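 active = percent inhibition above the average of all tested compounds plus 3 SD, set per screening campaign, cut at about 16% in these data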;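 note: IDE supplied by intact live HEK cells; FP after avidin binding of uncleaved biotin substrate so inhibition keeps polarization high; 0% = DMSO wells and 100% = 60 µM reference IDE inhibitor Ii1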
UBC9 SUMO inh = inhibitors of in vitro SUMOylation cascade, primary screen, biochemical, HTRF, uHTS; SUMO-conjugating enzyme UBC9 (Homo sapiens), P63279; HTRF SUMOylation assay, SAE1/SAE2 + UBC9; inhibition, % at 35 µM; 0.36% of 290,000 active; in the data active = inhibition above about 50%, passing the limit was not always enough; note: strong numbers were not always called active
VIM-2 inh = VIM-2 metallo-beta-lactamase inhibitors, primary screen, biochemical, epi-absorbance readout, Pseudomonas aeruginosa enzyme | 0.89% of 290,000 active | AID 1527, 2009 | inhibition, % at 5.6 µM | purified VIM-2, nitrocefin hydrolysis, epi-absorbance fluorescence;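 active = inhibition above the mean of all tested compounds plus 3 SD, cutoff set per screening run, cut at about 7.5% in these data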;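 note: red hydrolysis product quenches plate fluorescence so inhibitors raise well fluorescence; 0% = enzyme with DMSO and 100% = DMSO without enzyme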
IDE cell activ = human IDE activators in live cells, primary screen, fluorescence polarization, HEK cells, FAbeta-B substrate. activation, % at 5.96 µM. 0.073% of 340,000 active. FAbeta-B cleavage; 0% vehicle, 100% cell-free pure enzyme wells;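 active = activation above the mean of all tested compounds plus 3 SD, set per screening campaign, cut at about 17% in these data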
Numbers without * were called inactive; / = no result given; & = joins results of further samples.

structure	IMP-1 inhibitor	NS3 helicase inh	p-CIP stab down	DNA FID counter	PfM18AAP inh	IDE inh	UBC9 SUMO inh	VIM-2 inh	IDE cell activ
Cc1nn(-c2ccccc2)nc1CNC(=O)C(C)Cc1ccccc1 (stereo not given)	-3.2	0	5	-9	3	-2	-3	-2.5	4
Cc1nn(C)cc1S(=O)(=O)NC1CCCC1	-3.8	1	-4	0	2	-2	22	-3.2	9
O=C(COC(=O)[C@H](Cc1ccccc1)NC(=O)c1cccs1)Nc1cc(F)ccc1F	-1.1	0	6	-13	-14	1	-20	0.4	-4
CCOC(=O)NC(O)C(=O)c1ccc(F)cc1 (stereo not given)	-1.7	-16	8	0	-15	0	11	0.8	4
C=C(C)CSc1nc2c(c(=O)[nH]c(=O)n2C)n1CCC(C)C	-3.8	-3	-10	-34	-1	4	11	0.3	4
Cc1cccnc1CN1CCN(Cc2nc(C(c3ccccc3)c3ccccc3)no2)CC1	-2.9	0	12	-6	-10	0	-3	-1.9	-3
COc1ccc(C2C3=C(CC(c4ccco4)CC3=O)Nc3ccccc3N2C(C)=O)cc1 (stereo not given)	-5.3	22	-6	-23	-7	-3	-4	-0.2	5
COc1ccc(C(=O)N/N=C(\C)CC(=O)Nc2cccc(C(F)(F)F)c2)cc1	-4.0	2	-12	-9	-14	4	2	-3.4	6
O=C(Nc1nnc(Cc2ccccc2)s1)Nc1ccccc1F	-3.4	-2	-2	-15	-3	-5	7	-0.6	-2
CCCN1CCC2(CC1)C(C#N)=C(N)Oc1c2sc2nc(C)cc(C)c12	-0.1	1	-17	3	2	23*	21	2.8	-13
COc1ccc(NC(=O)c2sc3nc(N4CCOCC4)c4c(c3c2N)CC(C)(C)OC4)c(OC)c1	-3.2	2	4	-24	31*	-2	7	-3.8	4
O=C(CSc1nnnn1Cc1ccccc1)c1ccccc1	-0.9	-1	-5	-6	-16	-2	-2	0.3	6
COc1ccc(NC(=O)CSc2ccc(F)cc2)cc1S(=O)(=O)N1CCCCC1	-2.9	-7	-10	-23	-1	12	0	-3.7	1
Cc1nn(C)c(Oc2ccc(Cl)cc2)c1C(=O)O	-1.0	8	3	1	-3	4	-14	-1.4	1
OCC[C@@H]1C[C@@H](O)[C@H](O)[C@@]2(Cc3ccccc3CCO2)O1	-2.1	-8	11	-3	-1	3	1	-1.8	5
CCOC(=O)Cc1ncccc1C(=O)Nc1ccc(Oc2ccccc2)cc1	-1.8	1	-2	-7	-4	-10	4	-3.2	3
N=c1c(C(=O)NCCc2ccccc2)cc2c(=O)n3ccccc3nc2n1CCCN1CCOCC1	-2.9	-12	15	30	8	3	6	6.3	-2
CC(C)(C)c1ccc(OCC(=O)N/N=C/c2cc(Br)ccc2OC(=O)c2ccco2)cc1	-2.4	5	-12	1	0	-3	17	-3.1	-2
Cc1oc(-c2ccc(Cl)cc2)nc1CS(=O)CC(=O)NC1CCCCC1 (stereo not given)	-2.4	4	3	-35	-34	3	38	-3.9	3
COc1ccccc1N1CCN(C(=O)c2cc3cc(F)ccc3[nH]2)CC1	-2.2	-24	-8	-37	-1	0	5	-1.0	2
O=C(CSc1nnc2ccccn12)NCCc1ccc(Cl)cc1	-1.2	-8	14	-5	-11	-5	14	-0.6	8
Cc1ccc(C(=O)Nc2c(-c3cccs3)c(=O)c3ccccc3n2C)cc1	-3.6	6	-15	-6	-6	2	23	-2.6	11
COC(=O)c1ccc(C2C3=C(Nc4nnnn42)c2ccccc2OC3)cc1 (stereo not given)	-4.6	1	0	-10	2	5	40	-0.1	3
C/C(N)=C(/C#N)C(=O)COC(=O)CNS(=O)(=O)c1ccc(F)c(F)c1F	-0.8	4	17	-1	9	6	1	1.0	5
COc1ccc(-c2cc3c(=O)n(CC(=O)N4CCN(C)CC4)ncn3n2)cc1	-5.1	1	0	-3	6	0	23	17*	3
CCCn1c(SCC(=O)NC2CCCCC2)nnc1-c1ccncc1	-3.3	5	-4	-11	1	6	11	-2.5	0
CC1(C)OC(C)(C)/C(=C/Nc2ccc(O)cc2)C1=O	0.7	11	3	-46	43*	-7	25	1.5	-4
CCOc1cc(NC(=O)C(C)C)c(OCC)cc1NC(=O)Nc1ccccc1	-3.1	-8	0	-23	-2	1	4	-1.8	-2
COc1ccc(-c2csc(NC(=O)C3CC(=O)N(Cc4ccco4)C3)n2)cc1 (stereo not given)	0.2	2	4	-18	-5	2	7	-1.3	1
O=C(Nc1nnc(C2CC2)o1)c1ccc(S(=O)(=O)N2CCCCC2)cc1	-3.1	12	-8	-43	4	-1	0	-7.0	4

Whole records, looked up by structure:
O=C(CSc1nnnn1Cc1ccccc1)c1ccccc1 is listed with IMP-1 inhibitor: -0.9; NS3 helicase inh: -1; p-CIP stab down: -5; DNA FID counter: -6; PfM18AAP inh: -16; IDE inh: -2; UBC9 SUMO inh: -2; VIM-2 inh: 0.3; IDE cell activ: 6
COc1ccc(C2C3=C(CC(c4ccco4)CC3=O)Nc3ccccc3N2C(C)=O)cc1 (stereo not given) is listed with IMP-1 inhibitor: -5.3; NS3 helicase inh: 22; p-CIP stab down: -6; DNA FID counter: -23; PfM18AAP inh: -7; IDE inh: -3; UBC9 SUMO inh: -4; VIM-2 inh: -0.2; IDE cell activ: 5

Going on with the list.
structure	IMP-1 inhibitor	NS3 helicase inh	p-CIP stab down	DNA FID counter	PfM18AAP inh	IDE inh	UBC9 SUMO inh	VIM-2 inh	IDE cell activ
COc1ccc(C(NC(=O)c2ccco2)c2ccc(OC)c(OC)c2)cc1OC	-3.6	0	-10	-14	2	6	24	-3.1	1
Nc1nnc(SCC(=O)OCC(=O)Nc2ccc(Br)cc2F)s1	-2.1	-1	-5	2	-6	-4	3	-2.2	-2
O=C(C1=NN(c2ccccc2)C(=O)CC1)N1CCc2ccccc2C1	-0.1	4	-1	-32	0	-11	12	-0.8	1
O=C1OCCN1C(=O)[C@H]1[C@H](c2ccc(F)cc2)C(c2ccc(F)cc2)=NN1c1ccc(Br)cc1	-1.6	12	-38	-2	-1	1	16	-1.0	0
CC(C)Cn1c(-c2csc3ccccc23)n[nH]c1=S	-2.5	-6	-8	-13	15	1	14	0.6	-18
CC(Sc1ccccc1)C(=O)N/N=C/c1cccnc1 (stereo not given)	-0.6	9	2	0	-17	-4	5	0.5	5
O=C(c1ccc(Cl)cc1[N+](=O)[O-])N(Cc1ccccc1)Cc1ccccc1	-3.2	-7	2	-7	-16	-2	-14	-0.3	/
COc1ccc(C(=O)CSc2nnc(COc3ccccc3)n2Cc2ccco2)cc1	1.0	4	-19	-33	-7	0	14	-2.3	0
CCN(CC)S(=O)(=O)c1cc(NC(=O)NCCCl)ccc1C	-4.6	-8	-8	4	2	0	-12	-3.8	3
CC1CCCC(NC(=O)c2ccc3c(SCC(=O)O)c4c(nc3c2)CCC4)C1C (stereo not given)	-3.1	4	-9	-34	0	-3	6	-3.6	-4
COc1ccc(/C(C)=N/Nc2ccc(F)cc2F)c(O)c1	-1.4	1	2	-1	-3	6	6	-0.2	4
N#CC1=C(N)Nc2nc3ccccc3n2C1c1ccc(F)cc1 (stereo not given)	-3.9	-3	6	2	1	2	7	-0.8	7
O=C(O)CNC(=O)c1ccc(Sc2ccccc2)c([N+](=O)[O-])c1	-1.2	5	15	-22	1	4	15	-4.6	-2
COC(=O)Nc1ccc(S(=O)(=O)N2CCC(C(=O)N(C)C3CCCCC3)CC2)cc1	-2.9	-3	-6	-34	2	-6	7	-4.6	2
CCn1c(CN2CCOCC2)nnc1SCC(=O)Nc1ccccc1Cl	-2.0	-3	-4	-9	-4	2	6	-0.1	1
O=C(N/N=C\c1cccnc1)c1ccc(Cl)s1	-4.5	-3	-5	-6	1	/	2	-1.7	4
CN(C)/C=C1/C=C(c2ccccc2)OC1=O	-8.0	5	-3	0	2	-1	26	-0.1	-1
CCOC(=O)/C(=C\C=C1/Sc2cc(OCC)c(OCC)cc2N1CC)C(C)=O	4.8*	1	-379	-14	12	128*	0	3.0	-149
CCOC(=O)C(C(=O)OCC)C(C)C#CCN1CCCCC1 (stereo not given)	-0.6	-1	1	3	-15	4	-1	0.6	-2
CCN1C(=O)CC(C(=O)Nc2ccc(F)cc2)SC1=Nc1ccc2c(c1)OCO2 (stereo not given)	-2.2	3	-4	-4	6	-5	-14	-4.8	2
CC(C)NC(=O)NC(=O)CSc1nncn1C	-2.6	-2	-8	-1	2	3	23	-4.1	-3
O=C(CCCSc1nnc(Nc2ccccc2F)s1)N1CCOCC1	-2.1	-3	-15	-7	4	9	16	2.7	-1
O=C(Nc1ccncc1)C1CC(=O)N(c2ccc(F)cc2)C1 (stereo not given)	-3.9	7	-3	-1	0	2	3	-0.3	-6
O=Cc1c(Nc2cccc(C(F)(F)F)c2)nc2ccccn2c1=O	-1.8	-6	0	-2	4	-2	-2	2.5	3
Clc1ccc2c(c1)CCc1cccnc1C2=C1CCNCC1	-1.0&3.9	-26&3	-5&-10	7&16	3&1	5	0&4	-2.2&2.1	/
O=C(COC(=O)/C=C/c1ccc(S(=O)(=O)N2CCOCC2)cc1)NCc1ccccc1	-2.4	-5	8	-25	-3	1	10	-0.2	4
CCOc1cc(/C=N/NC(=O)C(C)Sc2ccccn2)ccc1O (stereo not given)	-4.4	4	3	-12	8	9	-3	-5.2	2
Cc1cccc(N2CCN(C(=O)CN(C)S(=O)(=O)c3ccc4c(c3)CCC(=O)N4)CC2)c1C	-5.8	-6	-4	-44	7	2	9	-3.1	-8
O=[N+]([O-])c1nn(-c2ccc3c(c2)OCCO3)n(O)c1=NCc1ccc(F)cc1	-2.5	16	-10	-1	0	1	20	-3.0	7
Cc1cc(OCCOCCN(C)C)ccc1Cl	-1.7	13	-5	18	10	-5	14	-0.8	7

Following part
structure	IMP-1 inhibitor	NS3 helicase inh	p-CIP stab down	DNA FID counter	PfM18AAP inh	IDE inh	UBC9 SUMO inh	VIM-2 inh	IDE cell activ
Cc1ccc(-n2c(Cc3noc4ccccc34)n[nH]c2=S)cc1	-1.6	-4	-5	-11	24	9	16	-1.1	5
CS(=O)(=O)Nc1ccccc1C(=O)NCCSc1ccccc1	-0.2	-1	6	-9	-7	-1	20	0.1	7
FC(F)(F)c1ccc(/C=N/n2c(COc3ccccc3)n[nH]c2=S)cc1	-1.2	2	-1	-23	7	-2	3	-1.8	-2
CN(C)S(=O)(=O)c1cccc(NC(=O)COC(=O)c2cccn2C)c1	-4.7	-2	-6	-10	4	5	-12	-0.9	2
CNC(=O)/C(=C\c1cccc(Oc2ccccc2)c1)NC(=O)c1ccccc1	-2.8	-10	4	-3	-6	5	9	-1.5	6
Brc1ccccc1-c1nnc2sc(-c3ccc4c(c3)OCCO4)nn12	-2.0	6	7	-4	-1	2	-1	-1.6	-3

From PubChem
